MT1-MMP act inh: MT1-MMP (human) activation inhibition; HT1080 RFP-PRO-GFP cells, GFP/RFP ratio fluorescence, overnight; percent of plate control window, DMSO zero; GFP/RFP ratio change, % at 20 µM; actives 0.061% (n = 360,000);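 active = GFP/RFP ratio change of at least 30% with cell ATP level not reduced by more than half and red fluorescence within 50% of control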; also: strong numbers were not always called active
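Material – HT1080 RFP-PRO-GFP cells · Control set – DMSO wells and RFP-L50D-GFP cells · Incubation – overnight cell settling, then overnight compound exposure, 37 °C, 5% CO2 · Compound dosing – single-point 20 µM compound, 1% DMSO · Read-out – GFP/RFP fluorescence ratio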
STEP inh: blocks human striatal-enriched tyrosine phosphatase; recombinant STEP, OMFP fluorogenic substrate, fluorescence; inhibition, % at 20 µM; actives 0.25% (n = 360,000); AID 588621;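 active = inhibition at 20 µM, scaled per plate between control wells, above about 37%, limit read from the data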;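 also: 0% = DMSO with enzyme and substrate and 100% = substrate only without enzyme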
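Assay system: isolated STEP enzyme / Timing: 20 min at room temperature, dark / Doses: 20 µM, 1% DMSO / Technique: fluorescence intensity, excitation 480 nm, emission 540 nm / Reagent: fluorogenic phosphatase substrate OMFP at 25 µM final / Measure: percent inhibition scaled to no-enzyme and uninhibited-enzyme controls, plate-pattern corrected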
SKN-1 block: C. elegans SKN-1 inhibition; actives 0.49% (n = 360,000); C. elegans VP596 Pgst-4::GFP/RFP ratio, acrylamide-induced, 24 h; inhibition, % at 21.8 µM;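 active = interference check ratio from 0.5 to 1.5 plus GFP to RFP signal ratio inhibition reaching or exceeding a fixed threshold, cut at about 30% in these data, passing the limit was not always enough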; also: some compounds called inactive have numbers as strong as hits
NadD block: blocks S. aureus nicotinate mononucleotide adenylyltransferase | purified NadD enzyme, colorimetric absorbance read-out | inhibition, % at 20 µM | actives 0.78% (n = 360,000); in the data active = inhibition above about 26%; also: some compounds past the cut are filed as inactive
Rpn11 block: Rpn11 (human) deubiquitinase inhibition | O00487 | human 26S proteasome, Ub4-pepOG fluorescence polarization; 20S core pre-blocked with epoxomicin | calls only at 20 µM | actives 0.59% (n = 360,000);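 active = inhibition at 20 µM, scaled to each plate's controls, above about 33%, limit read from the data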
DNMT1 block: inhibitors of human DNMT1; P26358; DNMT1 molecular beacon, Hinp1I cleavage, fluorescence; inhibition (reported as % activation of signal), % at 10 µM; actives 0.83% (n = 360,000); in the data active = inhibition above about 50%
SUMO1 PPI mod: alters human SUMO1 binding to SIM partners. P63165. SUMO1 binding to a labelled peptide, TR-FRET, 1 h. inhibition, % at 20 µM. actives 0.33% (n = 360,000); in the data active = inhibition above about 37%
Target sequence (P63165 whole entry, looked up): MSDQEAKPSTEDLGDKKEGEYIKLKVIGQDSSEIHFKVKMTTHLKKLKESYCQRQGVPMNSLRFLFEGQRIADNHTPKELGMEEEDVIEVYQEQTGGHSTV
LMPTP block: blocks human LMPTP phosphatase. AID 651560. recombinant LMPTP-A, OMFP fluorogenic substrate, fluorescence intensity. actives 0.22% (n = 360,000). P24666. inhibition, % at 20 µM;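 active = compounds that cut the enzyme signal by at least half of the control window in the single-dose screen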;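 also: plate controls were DMSO wells with enzyme plus substrate for no effect and substrate without enzyme for full effect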
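Test system – LMPTP-A phosphatase enzyme · Quantity – 0.625 nM LMPTP-A final · Reagent – OMFP substrate, 400 µM final · Dosing – one test concentration per compound, 20 µM, with 3% DMSO overall · Timing – 50 min enzyme reaction at room temperature, protected from light · Detection – fluorescence intensity · Controls – substrate-only low control, DMSO enzyme-plus-substrate high control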
CendR NRP1 mod: NRP-1/CendR interaction modulation; O14786; FAM-RPARPAR peptide binding to NRP-1, fluorescence polarization; inhibition, % at 25 µM; actives 0.85% (n = 360,000); AID 602438;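 active = inhibition or corrected inhibition above about 18%, plus a signal ratio from 0.5 to 1.5, limit read from the data, passing the limit was not always enough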; also: strong numbers were not always called active
Target sequence (O14786 whole entry, looked up): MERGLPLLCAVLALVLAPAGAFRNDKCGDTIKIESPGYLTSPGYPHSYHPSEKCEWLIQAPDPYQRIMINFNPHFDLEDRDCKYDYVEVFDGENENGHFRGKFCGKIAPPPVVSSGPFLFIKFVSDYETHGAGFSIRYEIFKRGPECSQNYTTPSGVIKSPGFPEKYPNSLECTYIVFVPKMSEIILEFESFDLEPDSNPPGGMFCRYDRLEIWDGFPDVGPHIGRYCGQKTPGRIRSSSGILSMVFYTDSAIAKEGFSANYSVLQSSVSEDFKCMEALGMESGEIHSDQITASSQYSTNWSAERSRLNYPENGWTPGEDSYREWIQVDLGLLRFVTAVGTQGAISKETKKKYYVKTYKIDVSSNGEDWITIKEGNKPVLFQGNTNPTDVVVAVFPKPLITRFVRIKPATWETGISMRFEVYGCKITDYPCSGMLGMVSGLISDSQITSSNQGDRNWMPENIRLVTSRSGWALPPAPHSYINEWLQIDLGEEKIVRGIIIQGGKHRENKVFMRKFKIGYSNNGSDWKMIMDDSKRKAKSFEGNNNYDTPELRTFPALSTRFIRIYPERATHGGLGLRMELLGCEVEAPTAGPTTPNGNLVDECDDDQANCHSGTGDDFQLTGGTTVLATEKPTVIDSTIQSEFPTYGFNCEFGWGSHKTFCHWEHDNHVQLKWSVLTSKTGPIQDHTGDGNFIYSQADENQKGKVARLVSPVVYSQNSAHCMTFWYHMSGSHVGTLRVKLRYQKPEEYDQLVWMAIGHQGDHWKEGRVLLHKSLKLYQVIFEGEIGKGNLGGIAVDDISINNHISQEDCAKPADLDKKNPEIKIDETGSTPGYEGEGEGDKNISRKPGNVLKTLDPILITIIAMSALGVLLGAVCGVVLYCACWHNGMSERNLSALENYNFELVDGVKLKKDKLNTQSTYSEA
Scp1 inh: inhibitors of human Scp-1 phosphatase | Q9GZU7 | Recombinant Scp1, phosphopeptide, malachite green phosphate absorbance | inhibition, % at 20 µM | actives 0.88% (n = 340,000) | AID 493091;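 active = inhibition above about 50% at 20 µM, limit read from the data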;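 also: plate controls were DMSO wells with enzyme for no effect and wells lacking enzyme for full effect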
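Test system – truncated SCP-1 phosphatase (76-261aa) · Reagent – Phosphorylated 17-residue peptide substrate · Incubation – 45 min room-temperature reaction, 5 min colour, 30 min stabiliser · Detection – colorimetric phosphate reagent with accelerator and stabiliser, absorbance at 630 nm · Measure – % inhibition at 20 µM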
Starred values were filed as active, the others as inactive; i = inactive; · = not tested or not shown; + = active, no number.

SMILES	MT1-MMP act inh	STEP inh	SKN-1 block	NadD block	Rpn11 block	DNMT1 block	SUMO1 PPI mod	LMPTP block	CendR NRP1 mod	Scp1 inh
CN1CCc2c(sc3nc(SCC(N)=O)n(-c4ccc(Cl)cc4)c(=O)c23)C1	-20	-2	-5	8	+	3	-10	16	-155	2
COc1ccc(CC(=O)Oc2ccc(C)cc2Br)cc1OC	10	0	-19	-8	i	-1	0	-0.2	-8	-8
CCOC(=O)c1cccc(NC(=O)CSc2nc3cccnc3n2C)c1	4	0	-8	-2	i	-1	-1	-2.2	-3	-5
O=C(c1ccccc1Cl)N(Cc1ccc(Br)cc1)N1C(=O)CCCC1=O	2	2	8	-3	i	-1	8	0.2	4	-8
COc1ccc(CNC(=O)C2CC(c3cccc(OC)c3)=NO2)cc1 (stereo not given)	2	2	19	-3	i	-2	2	-1.2	-1	0
COC(=O)C(=O)Nc1nnc(COc2ccccc2)s1	-6	-4	-5	-1	i	6	7	-1.1	4	18
O=C(Nc1ccccc1-c1nnn(CC(=O)N2CCN(c3ccccc3)CC2)n1)c1cccs1	3	-2	13	10	i	1	1	2.0	-6	-4
CCN1C[C@@H]2[C@@H]3C(=O)N(C)C(=O)[C@@H]3[C@](Cc3ccccc3)(C(=O)OC)N2C1=NCc1ccccc1	0	0	-3	-2	i	1	3	-2.4	9	0
Cc1nn(C(=O)c2cccc([N+](=O)[O-])c2)c(C)c1Cl	2	0	13	-5	i	1	-17	-1.6	-1	-9
COc1ccc(/C=N\NC(=O)c2cc(O)c(O)c(O)c2)cc1CN1CCN(c2ccc(F)cc2)CC1	-1	4	9	41*	i	1	-1	6.7	-3	1
O=C(O)CN1C(=O)C2C3C=CC(C3)C2C1=O (stereo not given)	4	3	-4	-2	i	3	0	-0.6	10	-6
COC(=O)c1ccc(NC(=O)CSc2nc(C)cc(=O)[nH]2)cc1	-2	-2	-5	-1	i	2	4	-0.9	1	-11
Cc1cc(C(=O)NC(Cc2c[nH]c3ccccc23)C(=O)O)c(C)o1 (stereo not given)	-6	1	12	5	i	5	2	0.1	-2	-6
CN(c1nc2nonc2nc1NC1CC1)C1CCOC1 (stereo not given)	14	1	3	5	i	5	-6	-0.3	7	3
O=C(CSc1n[nH]c(-c2cccs2)n1)NCc1ccc2c(c1)OCO2	-1	-7	9	10	i	-1	3	-1.8	2	-2
O=C(CNCC1CCCO1)N1CCCc2ccccc21 (stereo not given)	2	2	5	2	i	4	-1	-0.1	11	-8
CCCN1C(=O)C(O)(C2CC(=O)CC(C)(C)O2)c2ccccc21 (stereo not given)	2	-5	-9	-2	i	1	-20	-1.3	-5	2
CC(C)Cc1nc(N2CCOCC2)c(C#N)c2c1COC(C)(C)C2	1	-2	27	-4	i	-1	0	0.7	4	-12
Oc1ccccc1C(=S)N1CCCCCC1	0	3	17	-1	i	-3	5	0.9	4	-8
OCCCNCc1ccc(-c2ccccc2)cc1	1	-4	16	-3	i	-4	-2	-0.1	7	-5
Cc1cccc(NC(=S)N(CCN(C)C)C(C)c2cccnc2)c1 (stereo not given)	9	0	-4	-3	i	2	-4	-3.3	7	4
CCOC(=O)C(NC(=O)c1ccccc1)(Nc1nnc(C)s1)C(F)(F)F (stereo not given)	-1	0	12	-1	i	3	0	-0.9	5	-4
Cc1nc2ccccc2n1CC(=O)N/N=C\c1ccccn1	1	0	-7	0	i	-2	0	-0.3	-16	-5
CCOC(=O)CC1=Nc2ccccc2NC(=O)C1	-2	1	0	-1	i	2	0	-0.1	-8	-8
COC(=O)c1ccc(-c2c(-c3ccccc3)ncc3cc(OC)c(OC)cc23)cc1	-6	2	-10	12	i	-2	2	1.5	3	67*
CCOC(=O)CN1N=C(/C=C/c2ccccc2)CCC1=O	3	2	-3	13	i	0	-12	-0.2	10	-4
CCc1c(C)sc(NC(=O)Cc2ccccc2OC)c1C(=O)N1CCOCC1	-2	-1	-5	-2	i	1	6	-1.0	-4	-7
COc1cccc(C(=O)NCc2ccc(-c3nc4ccccc4s3)cc2)c1	-5	1	3	3	i	2	-5	-1.6	9	0
O=C1C(=O)N(CCCN2CCOCC2)C(c2ccc([N+](=O)[O-])cc2)/C1=C(\O)c1ccc2c(c1)OCCO2 (stereo not given)	3	4	-3	6	i	-2	-22	-1.6	4	-5
Cc1cc(C(=O)CN2C(=O)C(=O)N(Cc3ccccc3)C2=O)c(C)n1-c1ccccc1F	-1	0	10	-10	i	-1	0	0.5	5	20
COc1ccc(S(=O)(=O)Nc2cccc3c2O[C@H](CN(C)Cc2ccc(Oc4ccccc4)cc2)[C@@H](C)CN([C@H](C)CO)C3=O)cc1	1	2	6	-8	i	-12	8	1.9	11	2
CC(=O)Oc1ccc2cc(-c3nc4ccccc4n3C)c(=O)oc2c1	-11	0	5	-4	i	4	-6	-0.6	14	-10
O=[N+]([O-])c1cnc(Sc2ccncn2)s1	4	3	2	1	i	7	-28	-1.2	11	-11
CCC1=C(CC2NCCc3ccccc32)CC2c3cc(OC)c(OC)cc3CCN2C1 (stereo not given)	-33	5	14	0	i	-3	-2	2.0	12	1
[N-]=[N+]=CC(=O)CCCN1C(=O)c2ccccc2C1=O	-1	-4	12	-4	i	1	-4	-1.7	2	-8
CCCCNC(=O)CCn1c(=O)c2ccccc2n(Cc2ccc(Cl)cc2)c1=O	0	-2	0	-4	i	3	1	-2.2	6	-2
CCc1c(C(=O)NNC(=O)Nc2ccc3c(c2)OCO3)csc1C	-2	0	11	-4	i	0	1	0.4	18	-2
Cc1ccccc1NS(=O)(=O)c1ccc(OCC(=O)N2CCCCC2)cc1	6	-1	9	1	i	0	-1	0.0	-2	0
Cc1ccccc1CN1CCN(Cc2ccc3cccc(F)c3n2)CC1CCO (stereo not given)	-3	0	8	1	i	-5	2	-0.4	2	-5
O=C(c1ccccc1)c1nc[nH]c1C(=O)Nc1ccccn1	8	-2	-12	5	i	-1	-8	0.6	-15	6

Compound profiles, from the list above. Values in the order: MT1-MMP act inh, STEP inh, SKN-1 block, NadD block, Rpn11 block, DNMT1 block, SUMO1 PPI mod, LMPTP block, CendR NRP1 mod, Scp1 inh
`CCc1c(C(=O)NNC(=O)Nc2ccc3c(c2)OCO3)csc1C` in the list: -2, 0, 11, -4, i, 0, 1, 0.4, 18, -2
`Cc1ccccc1CN1CCN(Cc2ccc3cccc(F)c3n2)CC1CCO` (stereo not given) in the list: -3, 0, 8, 1, i, -5, 2, -0.4, 2, -5

The results go on.
SMILES	MT1-MMP act inh	STEP inh	SKN-1 block	NadD block	Rpn11 block	DNMT1 block	SUMO1 PPI mod	LMPTP block	CendR NRP1 mod	Scp1 inh
COc1ccc(NC(=O)CSc2nnc(Cc3cccs3)n2-c2ccc(C)cc2)cc1	-2	2	9	3	i	-12	0	-1.2	1	-2
N[C@@H](Cc1ccc(O)cc1)c1nnc([C@H](CCC(=O)O)NC(=O)C2CCNCC2)o1	5	-1	0	-2	i	-6	7	-2.2	19	-6
CNC(=O)/C(C#N)=C1/SC(Cc2ccc(F)cc2)C(=O)N1c1ccccc1 (stereo not given)	1	-3	7	1	i	2	-2	-1.4	13	-8
CCCCN(C)CCC(=O)Nc1ccc(OC)cc1OC	0	-1	-3	3	i	-3	2	-1.2	0	-3
Cc1ccc(CNc2nc(C)nc3sc4c(c23)CCC4)cc1	-12	2	12	6	i	5	3	3.1	-3	-4
Cc1cccc(C)c1NC(=O)CN1C(=O)CCSc2ccc(S(=O)(=O)N3CCCC3)cc21	-1	1	11	-6	i	-3	0	0.7	9	-5
Cc1ccc(Cn2c(CCC(=O)O)nc3ncccc3c2=O)cc1	0	-2	-11	-2	i	1	-3	-2.0	13	6
O=C(CN1CCN(c2ccccc2F)CC1)Nc1ccccc1F	-3	5	-16	-5	i	2	3	-0.5	4	-4
Cc1[nH]c2ccc3ncccc3c2c1C	0	0	14	1	i	-5	-8	8.5	-9	-1
Cc1ccc(NC(=S)N2CCCN(Cc3ccc(F)cc3)C2)c(C)c1	4	0	-9	-1	i	0	9	-2.4	-5	2
O=C(Nc1ccccc1OC(F)(F)F)c1ccc([N+](=O)[O-])cc1	3	-1	13	-5	i	6	-19	-1.8	8	-1
Cn1cnc(S(=O)(=O)NCc2ccc(Br)cc2)c1	-1	2	4	-3	i	0	-1	0.9	4	-4
CC(=O)Oc1ccc2oc(C)c(C(=O)N3CCOCC3)c2c1	-1	1	3	-2	i	0	2	-1.2	-9	-4
COc1cc(NC(=O)c2cc(S(=O)(=O)N3CCCCC3)ccc2N2CCOCC2)cc(OC)c1OC	4	-1	-5	4	i	0	3	0.0	4	-5
CC12CCC(C(=O)N(CC3CO3)C1=O)C2(C)C (stereo not given)	2	-1	7	-1	i	0	-2	-0.7	-13	-15
Cc1ccc(NC(=O)NCc2ccccn2)c(C)c1	-6	-1	-6	-2	i	0	-1	0.5	-9	-8
COc1ccc2cc(C(=O)C3CCCN(C(=O)c4sc(C)nc4C)C3)ccc2c1 (stereo not given)	-1	1	-10	4	i	0	-14	0.1	-3	6
CCOc1ccc(NC(=O)CN(C)C(=O)C2CC(=O)N(Cc3ccco3)C2)cc1OCC (stereo not given)	-2	0	9	2	i	2	1	0.1	4	-2
COc1ccc(Cl)cc1S(=O)(=O)N1CCC(C(=O)NCc2ccco2)CC1	-1	7	8	-2	i	0	-4	-0.3	-3	-3
Nc1nonc1-c1noc(-c2ccccc2Br)n1	2	0	15	-2	i	1	0	-0.6	-1	-8
CCOC(=O)c1cc2c(c(-c3cccc(C#Cc4ccc(OC)c(OC)c4)c3)n1)[C@@H](CCO)N(S(=O)C(C)(C)C)C2 (stereo not given in full)	6	1	-7	1	i	-17	0	-1.4	-25	·
CCC(C(=O)OCC(=O)c1c(N)n(CC(C)C)c(=O)n(C)c1=O)c1ccccc1 (stereo not given)	-11	0	5	-10	i	-1	0	0.6	-2	-12
N/C(Cc1ccc(Cl)cc1)=N\OC(=O)c1ccccc1	0	1	11	-3	i	0	1	0.1	-3	-5
CC(C)CCN1C(=O)c2ccc(C(=O)Nc3ccccn3)cc2C1=O	0	-2	10	-5	i	1	-23	0.3	1	2

Reformatted with two lines to a compound: part of the list above
Results follow in this order: MT1-MMP act inh	STEP inh	SKN-1 block	NadD block	Rpn11 block	DNMT1 block	SUMO1 PPI mod	LMPTP block	CendR NRP1 mod	Scp1 inh
> CCC(C(=O)OCC(=O)c1c(N)n(CC(C)C)c(=O)n(C)c1=O)c1ccccc1 (stereo not given)
→ -11	0	5	-10	i	-1	0	0.6	-2	-12
> N/C(Cc1ccc(Cl)cc1)=N\OC(=O)c1ccccc1
→ 0	1	11	-3	i	0	1	0.1	-3	-5
> CC(C)CCN1C(=O)c2ccc(C(=O)Nc3ccccn3)cc2C1=O
→ 0	-2	10	-5	i	1	-23	0.3	1	2

Bioassay records deposited in PubChem BioAssay by Sanford-Burnham Center for Chemical Genomics.
